# Assay outcomes: PubChem BioAssay, National Center for Advancing Translational Sciences (NCATS)
# AmpC inh detg: AmpC beta-lactamase inhibition with detergent present. AmpC hydrolysis of nitrocefin, absorbance 480 nm, 0.01% Triton. AID 485294. actives 0.041% (n = 370,000). Potency, µM (highest dose often 114 µM), for the others: at the highest dose activity change, negative = inhibition, usual class: inhibitors;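 further: potency means the concentration at half of the fitted maximal effect; 0% = no-compound wells and -100% = no-enzyme wells; nearly all actives have a fitted effect of over 25% in size; some results filed as inactive show a strong effect at the top dose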
# Target sequence (P00811 whole entry, looked up): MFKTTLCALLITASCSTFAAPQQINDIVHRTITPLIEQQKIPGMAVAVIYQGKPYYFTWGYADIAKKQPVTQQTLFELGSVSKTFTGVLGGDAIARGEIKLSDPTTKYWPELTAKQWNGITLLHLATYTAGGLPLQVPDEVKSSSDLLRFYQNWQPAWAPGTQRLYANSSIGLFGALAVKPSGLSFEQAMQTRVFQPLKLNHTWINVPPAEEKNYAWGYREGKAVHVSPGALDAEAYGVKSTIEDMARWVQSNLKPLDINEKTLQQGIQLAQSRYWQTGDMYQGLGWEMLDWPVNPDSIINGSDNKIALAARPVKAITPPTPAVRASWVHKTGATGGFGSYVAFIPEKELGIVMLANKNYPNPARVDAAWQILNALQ
#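 AmpC (5.3 nM in the dispensed reagent) in 20 mM phosphate pH 7.0 with 0.01% (detergent screen) or 0.0001% Triton X-100 was preincubated with compounds for 15 min at room temperature. Nitrocefin was then added from an 800 uM solution, and hydrolysis was followed at 480 nm.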
# HCMV inh: blocks human cytomegalovirus replication. HFF cells, HCMV-luciferase reporter, 72 h; hits give low values. activity change, negative = inhibition, % at 57.5 µM. actives 4.5% (n = 410,000). AID 1259415; in the data active means activity change below about -60%; inconclusive means no clear call, values can overlap the other calls; inactive means above about -39%; further: on the % scale 0 is the no-effect control and ±100 the full control effect
#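 Screen run at 2 compound doses on HFFs infected with reporter HCMV, MOI 1 PFU/cell. Luciferase activity from cell lysates at 72 h post infection gave inhibition relative to buffer-only and Salinomycin wells.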
# AmpC inh no detg: blocks E. coli AmpC beta-lactamase in detergent-free assay; actives 0.52% (n = 330,000); AmpC nitrocefin hydrolysis, absorbance 480 nm, 0.0001% Triton; AID 485341; P00811; Potency, µM (highest dose often 57.1 µM), for the others: at the top dose activity change, negative = inhibition, actives largely listed as inhibitors;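 further: potency means the concentration at half of the fitted maximal effect; plate controls were no compound for no effect and no enzyme for full effect; nearly all actives have a fitted effect of over 20% in size; some results filed as inactive show a strong effect at the top dose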
#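 20 mM phosphate pH 7.0 + 0.01% (detergent screen) or 0.0001% Triton X-100; 5.3 nM AmpC reagent; cpd preinc 15 min RT; nitrocefin (800 uM stock) to start; A480 q20 s × 4 min; Activity was normalised to no-enzyme and no-compound control wells.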
# Cycloheximide cs: affects cycloheximide protein synthesis inhibition readout, counter-screen; cell reporter, cycloheximide protein synthesis inhibition counterscreen; max response, %; actives 12% (n = 300,000); in the data active means max response mostly above about 13%, no sharp cut-off; inactive means mostly below about 14%; further: read at 38.3 µM for the half of the compounds with a filed dose; 0% is about no effect
# AMA1 RON2 block: inhibitors of Plasmodium falciparum AMA1-RON2 interaction; Potency, µM (series often up to 58.2 µM), for inactives: at the top dose activity change, negative = inhibition, usual class: inhibitors; AlphaScreen AMA1-biotinylated RON2 peptide binding; actives 0.2% (n = 360,000);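 further: potency means the concentration at half of the fitted maximal effect; 0% = vehicle wells and -100% = peptide control; nearly all actives have a fitted effect of over 45% in size; some results filed as inactive show a strong effect at the top dose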
#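 AMA1 (3D7) with his tag at 25 nM final met compounds first, then biotinylated RON2 peptide at 25 nM; detection used donor plus acceptor beads, 10 µg/mL apiece, read by AlphaScreen after 30 min at room temperature.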
# Shiga inhibitor: inhibitors of Shiga toxin in Vero cells | AID 2315 | Vero cells, Shiga toxin protein synthesis inhibition reporter | inhibition, % at 38.7 µM | actives 9.2% (n = 290,000); in the data active means inhibition mostly above about 28%, no sharp cut-off; inactive means mostly below about 43%; further: 0% is about no effect
# FBPA Giardia inh: blocks Giardia fructose-bisphosphate aldolase activity; actives 0.71% (n = 290,000); Potency, µM (highest dose often 59.6 µM), inactives show at the highest dose activity, negative = inhibition, actives largely listed as inhibitors; A8B2U2; purified Giardia FBPA; AID 2451; further: potency means the concentration at half of the fitted maximal effect; on the % scale 0 is the no-effect control and ±100 the full control effect; nearly all actives have a fitted effect of over 55% in size
# Target sequence (A8B2U2 whole entry, looked up): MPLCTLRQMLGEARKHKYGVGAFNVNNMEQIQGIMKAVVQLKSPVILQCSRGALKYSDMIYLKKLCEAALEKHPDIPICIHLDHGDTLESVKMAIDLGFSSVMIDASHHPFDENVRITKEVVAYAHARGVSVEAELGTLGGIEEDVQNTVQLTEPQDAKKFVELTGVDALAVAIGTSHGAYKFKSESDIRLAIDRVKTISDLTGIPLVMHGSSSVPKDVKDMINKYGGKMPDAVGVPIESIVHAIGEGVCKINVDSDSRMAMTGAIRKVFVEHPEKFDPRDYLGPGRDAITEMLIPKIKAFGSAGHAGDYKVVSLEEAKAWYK
#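 40 nM FBPA preincubated 10 min at RT with compound (up to 57.5 uM final), then substrate plus GAPDH/TPI/NAD/arsenate coupling and diaphorase/resazurin added. Fluorescence read after 20 min at RT, 525/598 nm.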
# * marks the source's active call; other numbers are inactive results; ? = inconclusive; · = not tested or not shown; & = joins results of further samples; [ ] = remark or other dose. Unless noted, the call rests on the fitted dose curve; in most records, active means well fitted curve in the direction sought with a large enough effect; inconclusive means small, poorly fitted or top-dose-only effect, or another doubt; inactive means no such curve, though single readings can be large; an effect the other way counts as inactive or inconclusive.
1) COc1ccc(CNS(=O)(=O)CCNC(=O)c2cccc(OC)c2)cc1
2) CCn1c(-c2ccc(Cl)cc2)n[nH]c1=S
3) CC(O)CNc1nc2ccccc2n1CC(=O)NC12CC3CC(CC(C3)C1)C2 (stereo not given)
4) CCN(CC)C(=O)c1sc(N)c(C#N)c1C
5) Cc1ccccc1OCCC(=O)OCC(=O)NNC(=O)c1cccs1
6) COC(=O)c1ccc(N(CC(=O)NC2CCCC2)C(=O)c2ccc(C)s2)cc1

Assay by compound	1	2	3	4	5	6
AmpC inh detg	-10%	-1%	-4%	-10%	0%	3%
AMA1 RON2 block	4%	36%[activator]	-7%	4%	121%[activator]	9%
AmpC inh no detg	-13%	-15%	57%	-20%	-15%	-3%
FBPA Giardia inh	·	-2%	6%	-4%	·	·
Shiga inhibitor	·	-14	8	17	·	25
Cycloheximide cs	·	-3	-2	-3	·	-3
HCMV inh	29	18	-3	5	49	14

# 3 compounds out of the list, arranged by length of the SMILES, falling:
1) COc1ccc(CNS(=O)(=O)CCNC(=O)c2cccc(OC)c2)cc1
2) CCn1c(-c2ccc(Cl)cc2)n[nH]c1=S
4) CCN(CC)C(=O)c1sc(N)c(C#N)c1C

Assay by compound	1	2	4
AmpC inh detg	-10%	-1%	-10%
AMA1 RON2 block	4%	36%[activator]	4%
AmpC inh no detg	-13%	-15%	-20%
FBPA Giardia inh	·	-2%	-4%
Shiga inhibitor	·	-14	17
Cycloheximide cs	·	-3	-3
HCMV inh	29	18	5

# (listing goes on)
7) COC(=O)CCC(=O)Nc1ccc(S(=O)(=O)Nc2nc(C)cc(C)n2)cc1
8) COc1ccc(S(=O)(=O)N(C)C[C@H]2Oc3ccc(NS(=O)(=O)c4ccc(F)cc4)cc3C(=O)N([C@H](C)CO)C[C@@H]2C)cc1
9) CCOc1ccc(S(=O)(=O)N2CCOCC2)cc1[N+](=O)[O-]
10) O=C(NCc1ccccc1)C(=O)NCC1OCCN1S(=O)(=O)c1ccc2c(c1)OCCO2 (stereo not given)
11) Cc1ccc(C)c(NS(=O)(=O)c2ccc(-c3ccc(=O)[nH]n3)o2)c1
12) CS(=O)(=O)N1CCCC(C(=O)Nc2ccccc2F)C1 (stereo not given)

Assay by compound	7	8	9	10	11	12
AmpC inh detg	?	·	1%	-5%	?	?
AMA1 RON2 block	9%	-7%	-12%	7%	-6%	-2%
AmpC inh no detg	-5%	172%[activator]	-13%	-41%	-11%	-8%
FBPA Giardia inh	-23%	·	0%	-2%	-6%	2%
Shiga inhibitor	·	·	-3	-13	-1	3
Cycloheximide cs	-2	·	-5	-4	-1	1
HCMV inh	10	9	-17	7	-9	23

13) Cc1c(NC(=O)C(CC(=O)O)NCc2ccco2)c(=O)n(-c2ccccc2)n1C (stereo not given)
14) N#Cc1cc(S(=O)(=O)N2CCOCC2)ccc1N1CCOCC1
15) C=CCOC(=O)C1=C(C)NC(=O)NC1/C=C/c1ccccc1 (stereo not given)
16) COc1cc(C)c(S(=O)(=O)NCCCn2ccnc2)cc1C
17) Cc1cc(OCc2cc(C(=O)NCc3cc(C(C)C)no3)no2)cc(C)c1Cl
18) Cc1cc(C(=O)N/N=C/c2c(C)nn(-c3ccccc3)c2C)n[nH]1

Assay by compound	13	14	15	16	17	18
AmpC inh detg	-7%	2%	?	12%	-8%	4%
AMA1 RON2 block	0%	0%	4%	30%[activator]	0%	66%[activator]
AmpC inh no detg	-20%	-3%	-46%	1%	-18%	-10%
FBPA Giardia inh	-18%	·	-8%	-4%	·	1%
Shiga inhibitor	-6	-22	14	-4	80*	55*
Cycloheximide cs	-1	-3	1	-3	72*	18*
HCMV inh	55	50	22	20	92	13

# Taken from above.
# Shiga inhibitor result of compound 17 stands at 80*
# Cycloheximide cs result of compound 15 stands at 1

# (further entries)
19) CC(=O)Nc1ccc(S(=O)(=O)N2CCC(C(=O)NCCC(=O)NCc3ccccc3)CC2)cc1
20) O=c1cnnc(Nc2cccc(C(F)(F)F)c2)[nH]1
21) CN(C)C(CNC(=O)C1CCCN1C(=O)c1cccs1)c1ccccc1 (stereo not given)
22) O=C(CSc1nncn1-c1ccccc1)NC1CCCCC1
23) O=C(NN1C(=O)C2C3C=CC(C3)C2C1=O)C(O)c1ccccc1 (stereo not given)
24) COc1cc(C)c(NC(=O)Cc2ccsc2)cc1OC

Assay by compound	19	20	21	22	23	24
AmpC inh detg	-1%	4%	·	3%	-5%	4%
AMA1 RON2 block	-2%	-18%	-5%	17%	0%	14%
AmpC inh no detg	3%	-16%	-20%	-11%	-12%	0%
FBPA Giardia inh	·	4%	·	5%	5%	-2%
Shiga inhibitor	4	-14	·	-20	-16	12
Cycloheximide cs	1	-2	·	2	-4	0
HCMV inh	10	-21	19	?	0	-12

25) Cn1c(=NC(=O)CCS(=O)(=O)c2ccccc2)sc2cc(F)ccc21
26) CC(C)C(=O)NCC(c1cccs1)S(=O)(=O)c1ccc(F)cc1 (stereo not given)
27) Cc1c(Cl)cccc1NC(=O)Nc1cccnc1
28) S=C(Nc1ccccc1)N1CCn2c1nc1ccccc12
29) O=C(CSc1nc(-c2ccc(F)cc2)nc2c1Cc1ccccc1O2)Nc1ccc(C(=O)O)cc1
30) O=C(Nc1ccc(F)c(F)c1)c1oc2ccccc2c1NC(=O)C1CCCO1 (stereo not given)

Assay by compound	25	26	27	28	29	30
AmpC inh detg	-15%	-1%	?	?	63µM*	?
AMA1 RON2 block	5%	21%	-4%	40%[activator]	-9%	8%
AmpC inh no detg	-31%	-14%	-24%	-19%	-32%	-11%
FBPA Giardia inh	·	·	-1%	11%	-10%	3%
Shiga inhibitor	·	2	6	-12	-2	13
Cycloheximide cs	·	-5	11	0	8	13
HCMV inh	2	?	-23	5	3	-65*

31) CCOC(=O)c1nnn(-c2nonc2N)c1CN1CCc2ccccc2C1
32) CC1CCN(C(=O)c2ccc(NS(C)(=O)=O)cc2)CC1
33) CC(C)(C)C1CCc2[nH]c3ccccc3c(=O)c2C1 (stereo not given)
34) N#CCCN1CCNCC1
35) CCOC(=O)C1(Cc2ccc(OC)cc2)CCN(C(=O)C2=CCCC2)CC1
36) O=C(O)c1cc(Cl)ccc1OS(=O)(=O)c1ccc(Cl)s1

Assay by compound	31	32	33	34	35	36
AmpC inh detg	0%	1%	0%	3%	-11%	·
AMA1 RON2 block	9%	-7%	-2%	4%	9%	9%
AmpC inh no detg	-10%	·	-14%	-22%	115%[activator]	-40%
FBPA Giardia inh	-10%	2%	-15%	3%	3%	·
Shiga inhibitor	-12	-5	9	21	22	·
Cycloheximide cs	0	-3	13	1	1	·
HCMV inh	-9	11	-2	45	10	-28

37) CN(c1ccccc1C(=O)O)S(=O)(=O)c1ccc2[nH]c(=O)oc2c1
38) NC(=O)[C@H]1CC2(CC(c3cccc(NC(=O)COc4ccc(Cl)cc4)c3)=NO2)CN1C(=O)CC(c1ccccc1)c1ccccc1 (stereo not given in full)
39) Cc1cccc(NC(=O)CSCc2cc(=O)n3c(C)csc3n2)c1C
40) Cc1ccccc1-n1ncc2c1CC(C)(C)CC2NC(=O)CCCN1CCCC1=O (stereo not given)
41) O=C1CC(C(=O)Nc2ccccc2)S/C(=N\N=C\c2ccco2)N1 (stereo not given)
42) NS(=O)(=O)c1ccc(CNC(=O)c2ccc3ccccc3n2)cc1

Assay by compound	37	38	39	40	41	42
AmpC inh detg	0%	1%	-10%	2%	-7%	?
AMA1 RON2 block	·	-2%	11%	-11%	107%[activator]	0%
AmpC inh no detg	-13%	53%	-16%	105%[activator]	-18%	-11%
FBPA Giardia inh	·	-5%	-3%	·	1%	0%
Shiga inhibitor	·	3	-8	-4	-1	7
Cycloheximide cs	·	1	-4	-3	-3	1
HCMV inh	13	11	?	13	-36	33

43) COCCNC(=S)N(CCc1c(C)[nH]c2ccc(C)cc12)Cc1ccco1
44) CC1CCCC(NC(=O)c2ccc3c(=O)n(CC4CCCO4)c(=O)[nH]c3c2)C1C (stereo not given)
45) COc1ccc(/C=C2\Sc3ccc(C(=O)NCc4cccnc4)cc3N(C)C2=O)cc1OC
46) CCN(CC)CCCNC(=O)CCC(=O)NNc1nc2ccccc2c2nc(C)nn12
47) C=CCNC(=S)Nc1ccc(Cl)cc1F
48) COC(=O)c1ccccc1S(=O)(=O)N(Cc1ccco1)Cc1cc2cc(OC)ccc2[nH]c1=O

Assay by compound	43	44	45	46	47	48
AmpC inh detg	-4%	-9%	6%	1%&9%	-1%	2%
AMA1 RON2 block	-20%	-14%	?	75%[activator]	-10%	4%
AmpC inh no detg	50%	-24%	146%[activator]	0%	-30%	-23%
FBPA Giardia inh	-9%	0%	2%	-22%	-7%	-3%
Shiga inhibitor	-22	21	30	-10	-5	29
Cycloheximide cs	11	2	7	2	9	-4
HCMV inh	13	27	-27	?	?	14

49) CCOP(=S)(OCC)OCCSCC
50) Cc1cc(C(=O)Nc2cccnc2)cs1
51) O=C(N/N=C\c1ccc(Cl)s1)c1ccc(Cn2cccn2)o1
52) OCC[C@@H]1C[C@@H](O)[C@H](O)[C@]2(CCc3ccccc3CO2)O1
53) CCN(CC(=O)NCc1cccs1)C(=O)c1ccc(OC)c(OC)c1
54) CCOC(=O)c1cc2occc2n1CC(=O)NC1CCC(C)CC1 (stereo not given)

Assay by compound	49	50	51	52	53	54
AmpC inh detg	·	-2%	-5%	?	-2%	?
AMA1 RON2 block	·	0%	25%	6%	45%[activator]	3%
AmpC inh no detg	·	-14%	-18%	-8%	-18%	-3%
FBPA Giardia inh	-1%	1%	0%	-1%	·	2%
Shiga inhibitor	15	15	-2	-5	·	20
Cycloheximide cs	-3	12*	8	1	·	-2
HCMV inh	·	5	-26	-12	-9	-6

55) CCn1c(SCC(=O)NNC(=O)c2ccc(C)cc2)nnc1-c1ccco1
56) COC(=O)C1=C(C(=O)OC)[C@@H]2Nc3ccccc3[C@@]23C[C@@H](C(=O)OC)N(C(=O)C2CCC2)C3=N1
57) S=C(NCCc1ccncc1)Nc1cccc2ccccc12
58) O=C(CN1CCCCCC1)N/N=C/c1cccc(Cl)c1
59) CC1CCN(S(=O)(=O)c2ccc(NC(=O)CN3CCOCC3)cc2)CC1
60) O=C(Nc1ccccc1-c1nc2ccccc2[nH]1)c1ccc(N2C(=O)CCC2=O)cc1
61) CC(=O)Nc1ccc(-n2nnnc2SCC(=O)N2CCN(C(=O)c3ccco3)CC2)cc1
62) COC(=O)c1ccc(N2CCN(C(C)=O)CC2)c(NC(=O)c2cccnc2)c1

Assay by compound	55	56	57	58	59	60	61	62
AmpC inh detg	-2%	·	-2%	?	-8%	-2%	2%	-4%
AMA1 RON2 block	59%[activator]	0%	2%	12%	-2%	-9%	9%	2%
AmpC inh no detg	0%	·	-8%	-8%	-3%	-10%	0%	-10%
FBPA Giardia inh	1%	1%[12.9 µM]	-1%	-22%	2%	3%	9%	0%
Shiga inhibitor	-10	·	6	-3	-15	-7	-10	-11
Cycloheximide cs	-1	·	1	27	-3	1	7	-3
HCMV inh	-22	-3	?	-3	-17	1	-2	40
